Bioassay records: PubChem BioAssay, several laboratories
Spn MK inh: S. pneumoniae MK inhibitors, primary screen, biochemical, PK/LDH-coupled NADH absorbance | inhibition, % at 10 µM | 65,000 tested, 0.48% active | purified MK, PK/LDH-coupled NADH absorbance 340 nm;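 active means ranked among the strongest by inhibition in the single 10 µM screen, a fixed top-ranked set picked for dose follow-up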; further: no value below 0 was filed
Spn DPM-DC inh: S. pneumoniae DPM-DC inhibitors, primary screen, biochemical, PK/LDH-coupled NADH fluorescence; diphosphomevalonate decarboxylase (Streptococcus pneumoniae D39); purified DPM-DC; calls only at 10 µM; 65,000 tested, 0.49% active;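 active means the 320 compounds with the highest percent inhibition in the single-dose primary screen, excluding strongly autofluorescent ones, cut at about 32% in these data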;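 further: kinetic rate of NADH fluorescence loss reporting ADP formed by the decarboxylase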
TNAP inhibition: human TNAP enzyme inhibitors, biochemical, luminescent (AID 518). Alkaline phosphatase, tissue-nonspecific isozyme (Homo sapiens). purified TNAP enzyme, luminescent substrate readout; higher % means a stronger effect. inhibition, % at 20 µM, or IC50 in µM where a hit was titrated. 64,000 tested, 0.09% active; in the data active means a potency from the dose series; inactive means the rest, 99 in 100 with inhibition below about 22%;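 further: plate controls were vehicle for no effect and reference inhibitor for full effect; many of its hits are not listed in these tables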
PMK inhibit: S. pneumoniae PMK inhibitors, primary screen, biochemical, mevalonate pathway, pilot trial included. phosphomevalonate kinase (Streptococcus pneumoniae D39). purified PMK, PK/LDH-coupled NADH absorbance 340 nm. inhibition, % at 10 µM. 65,000 tested, 0.49% active. AID 539, 2006;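 active means top-ranked compounds by inhibition in the single 10 µM screen, taking a fixed number of the strongest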;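 further: 0% = full reaction with DMSO carrier and 100% = background rate without enzyme reaction; no value below 0 was filed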
HT1080 cytotoxicity: cytotoxicity in HT1080 fibrosarcoma cells, cell-based, fluorescence readout (AID 620); HT1080 viability, fluorescence; higher % means a stronger effect; cytotoxicity, % at 10 µM; hits with a dose series show EC50 in µM; 87,000 tested, 0.42% active;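 further: cells exposed to compound overnight then 4 h with Alamar Blue; 0% = vehicle DMSO and 100% = killing control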
KRASV12 cytotoxicity: cytotoxicity in KRAS-transformed pancreatic duct cells, primary screen, cell-based, fluorescence, HTS (AID 431); HPDE-C7K KRASV12 cells, Alamar Blue viability, 48 h; higher % means a stronger effect; 63,000 tested, 1.7% active; cytotoxicity, % at 10 µM, or EC50 in µM where a hit was titrated;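 active means compounds whose percent cytotoxicity in the single-dose primary screen, scaled between solvent and toxic-drug controls, exceeds 50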;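 further: 0% = DMSO solvent wells and 100% = doxorubicin-treated wells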
HPDE-C7 viability: cytotoxicity in HPDE-C7 cells, cell-based, fluorescence, HTS (AID 430); HPDE-C7 pancreatic duct cells viability, fluorescence; higher % means a stronger effect; cytotoxicity, % at 10 µM, or EC50 in µM where a hit was titrated; 63,000 tested, 1.8% active;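 further: cells exposed to compound for 48 hours before viability readout; 0% = vehicle and 100% = reference cytotoxic drug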
Bfl-1 inhibitors: Bfl-1 inhibitors, primary screen, biochemical, fluorescence polarization, FITC-Bid, mouse (AID 432). FITC-Bid BH3 peptide fluorescence polarization displacement; higher % means a stronger effect. Bcl-2-related protein A1 (Mus musculus). one-dose displacement, % at 20 µM; IC50 in µM for titrated hits. 64,000 tested, 0.02% active; in the data active means a potency from the dose series; inactive means the rest, 99 in 100 with displacement below about 15%; further: strong numbers were not always called active
LYP inhibition: LYP phosphatase inhibitors, primary screen, biochemical, DiFMUP fluorescence, recombinant catalytic domain, 10 µM (AID 606); Tyrosine-protein phosphatase non-receptor type 22 (Homo sapiens); recombinant LYP catalytic domain, DiFMUP fluorescence; higher % means a stronger effect; inhibition, % at 10 µM; hits with a dose series show IC50 in µM; 52,000 tested, under 10 active;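 active means IC50 under 40 µM in the dose-response test; inactive means IC50 of 40 µM or more, or never dose-tested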
PMK inhibit pilot replicates: further read-out of PMK inhibit, marked with its call; inhibition, %; measured here: pilot screen replicates
Spn MK inh pilot replicates: further read-out of Spn MK inh, marked with its call; inhibition, %; measured here: pilot screen replicates
Spn DPM-DC inh pilot screen %: recorded beside Spn DPM-DC inh, whose call it bears; inhibition, %; measured here: pilot screen trials
Active calls of the source: *; i = inactive; . = no result given. Unless noted, no stated cut-off is given here; in the data, active means cytotoxicity above about 50%; inactive means the rest.

SMILES	Spn MK inh	Spn DPM-DC inh	TNAP inhibition	PMK inhibit	HT1080 cytotoxicity	KRASV12 cytotoxicity	HPDE-C7 viability	Bfl-1 inhibitors	LYP inhibition	others
NC(=O)C1(N2CCCCC2)CCN(CC(=O)Nc2cc(Cl)ccc2Cl)CC1	2	i	18%	2	8%	1%	-2%	-6%	-2%	PMK inhibit pilot replicates=0.0;Spn MK inh pilot replicates=0.0;Spn DPM-DC inh pilot screen %=0.0
Cc1ccc(N2C(=O)c3ccc(N)cc3C2=O)cc1	5	i	4%	9	3%	-15%	-28%	2%	.
COc1ccccc1N1CCN(C(=O)CSc2nc(-c3ccccc3)cc(=O)[nH]2)CC1	7	i	12%	10	-10%	6%	-15%	2%	10%	PMK inhibit pilot replicates=2.0;Spn MK inh pilot replicates=3.0;Spn DPM-DC inh pilot screen %=4.0
Cn1c(SCC(=O)c2ccccc2)nnc1C1CC1	0	i	4%	5	-19%	.	.	-8%	14%
Cc1cc(C)nc(SCCCn2c(=O)[nH]c3ccccc32)n1	10	i	4%	16	8%	-20%	-7%	7%	0%
O=S(=O)(Nc1nc2ccccc2nc1NCCO)c1cccc(Cl)c1	10	i	7%	8	-19%	18%	12%	3%	4%
NC(=O)NC(=O)COC(=O)CCCc1c[nH]c2ccccc12	0	i	6%	13	2%	-8%	-10%	-2%	1%
COc1ccc(S(=O)(=O)N(C)CC(=O)O)c2ccccc12	9	i	4%	9	6%	-7%	1%	4%	2%
Cc1ccc(C(c2sc3ncnn3c2O)N2CC(C)CC(C)C2)cc1 (stereo not drawn)	0	i	13%	0	5%	5%	0%	-9%	6%	PMK inhibit pilot replicates=0.5;Spn MK inh pilot replicates=1.0;Spn DPM-DC inh pilot screen %=0.5
CC(C)(C)NC(=O)Cn1nnc(-c2ccccc2Cl)n1	6	i	7%	2	-1%	-8%	2%	-2%	5%
Cn1nnnc1SCc1cc(=O)n2ccsc2n1	5	i	5%	12	-1%	2%	1%	-3%	4%
CC(=O)Nc1cccc(OC(=O)c2ccoc2C)c1	8	i	9%	9	1%	9%	2%	-4%	-5%
CCS(=O)(=O)Nc1ccc(-c2ccc(NS(=O)(=O)CC)c(OC)c2)cc1OC	9	i	7%	9	-6%	-3%	4%	-1%	9%
COc1cccc(NC(=O)N2CCC(C(N)=O)(N3CCCCC3)CC2)c1	1	i	-6%	13	-4%	-17%	-16%	-8%	6%
OCCNC1=NCCN1	4	i	10%	0	-1%	-4%	-4%	3%	2%	PMK inhibit pilot replicates=3.5;Spn MK inh pilot replicates=0.0;Spn DPM-DC inh pilot screen %=3.5
CN(C)c1ccc(NC(=O)CSc2nc3c(c(=O)[nH]2)CCCC3)cc1	4	i	-3%	7	6%	-26%	-14%	-12%	9%
COc1ccc2cc(CCNC(=O)C3CCCC3)c(=O)[nH]c2c1	0	i	5%	1	-10%	4%	9%	-10%	-2%
COc1ccc(CNC(=O)CS(=O)Cc2nc(-c3ccccc3C)oc2C)cc1 (stereo not drawn)	8	i	9%	17	2%	6%	2%	1%	.
Cc1nc2cc(NC(=O)Nc3nccs3)ccc2n1C	11	i	9%	6	2%	13%	9%	1%	13%
CCCCOP(=O)(c1ccc(N(C)C)cc1)C(O)c1ccncc1 (stereo not drawn)	0	i	3%	8	-5%	-5%	0%	-10%	8%
CCN(CC)CCCNS(=O)(=O)c1ccc(OC)cc1	4	i	12%	0	2%	-7%	-17%	2%	1%	PMK inhibit pilot replicates=2.0;Spn MK inh pilot replicates=0.0;Spn DPM-DC inh pilot screen %=4.0
COc1ccc(N2CCN(S(=O)(=O)c3ccc(C(=O)NCc4ccco4)cc3)CC2)cc1	2	i	22%	3	-4%	5%	9%	1%	-1%
CCc1nnc(NC(=O)c2cccc(OC)c2)s1	11	i	-4%	0	.	9%	-2%	-12%	4%
Cc1cc(C)nc(/N=c2/ssnc2Cl)c1	9	i	0%	12	-4%	-16%	-16%	-8%	6%
CC(C)(C)c1nnc2sc(SC/C(O)=C(\C#N)c3nc4ccccc4[nH]3)nn2c1=O	0	i	10%	17	11%	11%	13%	0%	0%
O=C(CCS(=O)(=O)c1ccc(Br)cc1)N1CCN(c2ccccc2)CC1	2	i	20%	4	0%	2%	-1%	1%	-2%
COc1cc(-c2noc(-c3cccc(Cl)c3)n2)cc(OC)c1OC	7	i	7%	4	-4%	-2%	-3%	3%	-5%	PMK inhibit pilot replicates=2.0;Spn MK inh pilot replicates=0.0;Spn DPM-DC inh pilot screen %=0.0
COc1ccccc1NC(=O)CSc1ccc2nnc(-c3ccncc3)n2n1	8	i	3%	3	.	-6%	-7%	3%	-3%
COc1ccc(Cc2nnc(SCc3nc4ccccc4c(=O)[nH]3)o2)cc1	15	i	12%	3	1%	8%	-1%	-4%	7%
CS(=O)(=O)N(Cc1nnc(-c2cccs2)o1)c1ccc(Cl)cc1F	0	i	10%	19	-12%	6%	-2%	-6%	0%

For convenience, part of the list above.
SMILES	Spn MK inh	Spn DPM-DC inh	TNAP inhibition	PMK inhibit	HT1080 cytotoxicity	KRASV12 cytotoxicity	HPDE-C7 viability	Bfl-1 inhibitors	LYP inhibition	others
COc1ccccc1N1CCN(C(=O)CSc2nc(-c3ccccc3)cc(=O)[nH]2)CC1	7	i	12%	10	-10%	6%	-15%	2%	10%	PMK inhibit pilot replicates=2.0;Spn MK inh pilot replicates=3.0;Spn DPM-DC inh pilot screen %=4.0
Cn1c(SCC(=O)c2ccccc2)nnc1C1CC1	0	i	4%	5	-19%	.	.	-8%	14%

(continued)
SMILES	Spn MK inh	Spn DPM-DC inh	TNAP inhibition	PMK inhibit	HT1080 cytotoxicity	KRASV12 cytotoxicity	HPDE-C7 viability	Bfl-1 inhibitors	LYP inhibition	others
COC(=O)C1C2C=CC3(CN(c4cccc(Cl)c4)C(=O)C13)O2 (stereo not drawn)	4	i	6%	2	-4%	3%	-1%	4%	-1%
Cc1cccc(N(CC(=O)NC2CCCCC2)C(=O)c2c(C)noc2C)c1	2	i	0%	0	1%	-6%	-19%	-4%	.
O=C(c1ccccc1OCc1ccccc1Br)N1CCN(c2ncccn2)CC1	4	i	3%	9	-10%	8%	-25%	-9%	.
O=C(COC(=O)c1cncc(Br)c1)NCc1ccco1	11	i	13%	0	-1%	-15%	-28%	1%	.
CC1CCC(NC(=O)Cn2cc3c(n2)CCCC3)CC1 (stereo not drawn)	9	i	5%	5	-5%	2%	-5%	-7%	6%
CCC(C)C(NC(=O)OC(C)(C)C)C(=O)NC(CC(C)C)C(N)=O (stereo not drawn)	4	i	13%	2	3%	16%	2%	-4%	-2%	PMK inhibit pilot replicates=3.0;Spn MK inh pilot replicates=0.0;Spn DPM-DC inh pilot screen %=0.0
COc1ccc(C2CC(C(F)(F)F)n3nc(C(=O)NCCCn4ccnc4)cc3N2)cc1OC (stereo not drawn)	9	i	-3%	5	5%	3%	-4%	-8%	-8%
Cc1cccc(N2CCN(c3nc4ccc(Cl)cc4n4cnnc34)CC2)c1C	8	.	10%	10	4%	-2%	-1%	-2%	2%
CN1CCn2c1nc(N1CCCCC1)nc2=O	0	i	11%	0	-3%	-4%	-3%	0%	-12%
O=C1CCCN1CN1CCCCC1	32	i	5%	7	4%	-2%	-10%	4%	.
O=C(c1ccc(F)cc1)N1CCN(c2ncccn2)CC1	8	i	8%	9	2%	-16%	2%	2%	8%
CCOC(=O)c1cnc(SCc2ccc(C)cc2)nc1N	7	i	10%	2	6%	-6%	5%	2%	.
CCn1c(SCC(N)=O)nc2ccccc2c1=O	17	i	11%	6	20%	-11%	-11%	2%	1%
CCOCCCNC(=O)Cn1cc2c(n1)CCCCC2	3	i	14%	9	-2%	3%	5%	0%	-2%	PMK inhibit pilot replicates=0.0;Spn MK inh pilot replicates=3.5;Spn DPM-DC inh pilot screen %=0.0
O=C(COc1ccccc1)N1CCN(C(=O)c2cccs2)CC1	8	i	7%	0	-6%	2%	1%	-4%	7%
CCN1CCN(CC(=O)Nc2cccc(C)c2)C(=O)C1=O	4	i	0%	18	6%	-3%	-4%	0%	5%
O=C(Nc1ccc2c(c1)OCO2)c1ccc(COc2ccc3c(c2)CCC3)o1	8	i	12%	5	6%	-3%	-5%	-1%	5%
CC(C)Cn1c2c(c(O)c(C(=O)Nc3ncccc3O)c1=O)CCCC2	8	i	-2%	14	7%	-7%	-14%	-7%	-8%	PMK inhibit pilot replicates=0.0;Spn MK inh pilot replicates=1.5;Spn DPM-DC inh pilot screen %=8.0
O=C(c1cc(-c2ccco2)on1)N1CCOCC1	4	i	11%	5	1%	-7%	-20%	-3%	7%
CC(=O)Nc1ccc(C(=O)Nc2ccc3c(c2)OCO3)cc1	1	i	9%	12	0%	10%	1%	4%	.
CCOC(=O)CNc1c(N2CCN(c3ccccn3)CC2)c(=O)c1=O	1	i	11%	0	-2%	-10%	1%	-7%	4%
O=C(Nc1cccc(-c2nnc(-c3ccccc3)o2)c1)C1CCCCC1	7	i	8%	0	9%	-1%	10%	2%	0%	PMK inhibit pilot replicates=0.0;Spn MK inh pilot replicates=0.0;Spn DPM-DC inh pilot screen %=0.0
CC(Oc1ccc(Cl)cc1Cl)C(=O)NCCCN(C)C (stereo not drawn)	9	i	5%	10	-5%	-12%	-3%	-4%	0%
Cc1onc(-c2c(F)cccc2Cl)c1C(=O)OCN1C(=O)c2ccccc2C1=O	11	i	7%	0	0%	-3%	5%	-5%	4%
NC(=O)c1cccc2c1C(=O)N(C1CCCCC1)C2	10	i	14%	7	3%	10%	-2%	2%	10%	PMK inhibit pilot replicates=0.0;Spn MK inh pilot replicates=2.5;Spn DPM-DC inh pilot screen %=0.0
Cc1ccc(-n2cc3c(=O)n(C)c(=O)n(C)c3c2)cc1C	10	i	4%	7	2%	9%	10%	-8%	.
COC(=O)c1ccccc1NC(=O)CSc1nnc(Cc2ccc(Cl)cc2)o1	11	i	8%	6	-4%	-8%	6%	7%	11%
O=C(Nc1ccccc1)C1=C(O)CC(c2ccoc2)CC1=Nc1ccccc1 (stereo not drawn)	9	i	18%	10	-7%	-2%	7%	0%	.	PMK inhibit pilot replicates=0.0;Spn MK inh pilot replicates=1.5;Spn DPM-DC inh pilot screen %=3.0
CC1CN(CC(O)COc2ccc(C(C)C)cc2)CC(C)O1 (stereo not drawn)	0	i	7%	6	8%	42%	32%	-1%	8%	PMK inhibit pilot replicates=0.0;Spn MK inh pilot replicates=0.0;Spn DPM-DC inh pilot screen %=0.0
Cc1nc(N2CCN(C(c3ccccc3)c3ccccc3)CC2)[nH]c(=O)c1C	2	i	12%	13	8%	-10%	-8%	-1%	.
CC(NC(=O)c1ccccc1)C(=O)NC1=NCCS1 (stereo not drawn)	5	i	6%	9	10%	.	.	-2%	7%
Cc1cc(C)c2c(CC(=O)N(CCC#N)Cc3cccnc3)coc2c1	10	i	5%	9	6%	-2%	0%	-5%	9%
CC(=O)N(CC1CCCO1)c1nnc(-c2ccccn2)s1 (stereo not drawn)	3	i	9%	3	-11%	-5%	1%	-3%	7%
